# Bioassay records (PubChem)
# ZTA DNA inh = counter-screen for EBNA-1 inhibitors: inhibitors of Epstein-Barr virus ZTA; inhibition, % at 11 µM; ZTA-DNA binding, fluorescence polarization; AID 2234; actives 0.15% (n = 320,000); in the data active means inhibition above about 33%
# Target sequence (P03206 whole entry, looked up): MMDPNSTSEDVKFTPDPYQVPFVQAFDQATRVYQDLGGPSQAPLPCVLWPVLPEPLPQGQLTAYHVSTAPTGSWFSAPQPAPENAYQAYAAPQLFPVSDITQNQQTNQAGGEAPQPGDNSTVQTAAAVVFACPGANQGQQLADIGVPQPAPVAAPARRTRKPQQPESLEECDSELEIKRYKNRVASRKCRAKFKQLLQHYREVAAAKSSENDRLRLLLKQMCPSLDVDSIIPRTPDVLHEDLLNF
# Yeast superoxide = lowers age-related superoxide in aged yeast cells; S. cerevisiae aged cells, superoxide DHE fluorescence; stronger effect = lower value; actives 0.18% (n = 330,000); superoxide response (% of plate mean), % at 10 µM;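 active means superoxide response under a set limit, about three screen SD below normal, cut at about 65% in these data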;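 further: yeast aged for seven days with compound at 30 °C before DHE staining; 100% = average MFI of all compound-treated wells on the plate with controls excluded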
# BCLXL inh = Bcl-xL (human) inhibition; Q07817; GST-Bcl-xL / FITC-Bim BH3 peptide fluorescence polarization; inhibition, % at 10.9 µM; actives 0.7% (n = 320,000); AID 2129;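 active means inhibition above the mean of all tested compounds plus 3 SD, cutoff set per campaign, cut at about 30% in these data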;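 further: 0% = DMSO wells and 100% = unlabeled Bim-BH3 peptide competitor; inhibitors lower millipolarization by displacing the labeled peptide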
# GLD-1 RNA inh = GLD-1-TGE RNA interaction inhibition (C. elegans); actives 0.44% (n = 320,000); AID 2280; purified GLD-1 + fluorescein TGE RNA, fluorescence polarization; inhibition, % at 5.96 µM; Q17339;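 active means percent inhibition above a per-plate cutoff, the plate mean of test compounds plus 3 SD, cut at about 30% in these data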;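 further: 0% = DMSO wells with GLD-1 and probe and 100% = wells lacking GLD-1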
# Target sequence (Q17339 whole entry, looked up): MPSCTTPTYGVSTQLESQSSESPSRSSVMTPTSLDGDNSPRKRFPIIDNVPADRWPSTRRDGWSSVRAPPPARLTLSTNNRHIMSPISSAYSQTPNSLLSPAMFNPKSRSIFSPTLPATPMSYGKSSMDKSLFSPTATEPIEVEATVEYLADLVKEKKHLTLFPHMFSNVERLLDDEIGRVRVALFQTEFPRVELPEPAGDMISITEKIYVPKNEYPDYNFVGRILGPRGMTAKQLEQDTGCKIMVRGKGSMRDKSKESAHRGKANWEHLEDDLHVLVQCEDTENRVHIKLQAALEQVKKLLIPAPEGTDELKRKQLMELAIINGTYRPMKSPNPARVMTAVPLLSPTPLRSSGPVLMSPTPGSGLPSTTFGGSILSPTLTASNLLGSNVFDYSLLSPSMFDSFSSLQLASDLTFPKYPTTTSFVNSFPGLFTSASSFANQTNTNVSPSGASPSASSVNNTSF
# EBNA-1 inh = blocks EBNA-1 binding to DNA. EBNA-1 DNA binding, fluorescence polarization. inhibition, % at 14.8 µM. actives 0.34% (n = 300,000); in the data active means inhibition above about 28%
# MCL1 BIM primary = MCL1-BIM-BH3 interaction inhibition (human) | inhibition, % at 10.9 µM | AID 2057 | GST-MCL1 / FITC-Bim-BH3 fluorescence polarization | Q07820 | actives 0.68% (n = 320,000);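 active means inhibition above the mean inhibition of all tested compounds plus 3 SD, set per campaign, cut at about 40% in these data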;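 further: 0% = DMSO wells and 100% = unlabeled Bim-BH3 peptide control; higher means more loss of mP so more displacement of Bim peptide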
# Target sequence (Q07820 whole entry, looked up): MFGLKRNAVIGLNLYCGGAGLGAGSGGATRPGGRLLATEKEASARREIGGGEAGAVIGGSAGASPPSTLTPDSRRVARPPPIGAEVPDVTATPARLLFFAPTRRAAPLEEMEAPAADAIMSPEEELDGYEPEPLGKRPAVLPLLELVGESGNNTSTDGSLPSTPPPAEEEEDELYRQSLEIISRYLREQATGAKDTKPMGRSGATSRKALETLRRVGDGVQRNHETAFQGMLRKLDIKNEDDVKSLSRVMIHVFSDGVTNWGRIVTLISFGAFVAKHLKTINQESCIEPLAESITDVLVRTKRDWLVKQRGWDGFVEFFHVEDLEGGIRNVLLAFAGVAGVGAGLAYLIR
# Fam108B counter = counter-screen for RBBP9 inhibitors: inhibitors of mouse Fam108B; recombinant Fam108B, FP-Rh probe fluorescence polarization; inhibition, % at 9.51 µM; actives 0.33% (n = 300,000);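 active means inhibition above the screen mean inhibition plus 3 SD, computed separately per campaign, cut at about 18% in these data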;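 further: inhibitors lower polarization as less probe binds the enzyme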
# MEX-5 binding = C. elegans MEX-5 TCR-2 RNA binding activity; Q9XUB2; MEX-5/FITC-TCR2 RNA binding, fluorescence polarization; stronger effect = lower value; activity score (negative = inhibition of binding), % at 10 µM; actives 0.38% (n = 300,000); AID 1832;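 active means inhibition past about -25% in most replicates, and total fluorescence under double the plate's negative control median, limit read from the data; inconclusive means replicates evenly split on the limit, or fluorescence at least double controls; inactive means too little inhibition in most replicates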;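 further: 0% = DMSO and -100% = 5 µM competing unlabeled TCR2 RNA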
# Efflux pump inh = blocks antifungal efflux pumps in multiplex yeast assay; S. cerevisiae Candida pump triplex, Nile Red efflux; inhibition, % at 10 µM; actives 0.44% (n = 330,000);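 active means plate passing quality check with inhibition over a set limit, or well fluorescence over plate mean plus 4 SD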;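 further: Nile Red retained in pooled yeast measured as flow cytometry median fluorescence; 0% = buffer negative control and 100% = Enniatin B positive control; higher means more Nile Red kept so more efflux inhibition; some compounds called inactive have numbers as strong as hits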
# Starred values were filed as active, the others as inactive; ? = inconclusive; / = no result given.
SMILES,ZTA DNA inh,Yeast superoxide,BCLXL inh,GLD-1 RNA inh,EBNA-1 inh,MCL1 BIM primary,Fam108B counter,MEX-5 binding,Efflux pump inh
CCN(CC)S(=O)(=O)c1cccc(-c2nnc(SCC(=O)c3cc(C)n(C)c3C)o2)c1,5,104,6,8,4,-2,1,-0.6,-0.2
CCC(=O)Nc1ccc(NC(=S)NC(=O)c2oc3ccccc3c2C)cc1,1,99,1,6,-8,10,-2,-0.1,0.1
CCCS(=O)(=O)NCCc1cc2c(OC)ccc(OC)c2[nH]c1=O,-4,101,-2,-5,2,-2,3,/,0.2
COc1nnc(OC)c2ccccc12,-3,99,-1,3,6,-1,-1,0.9,-0.1
CCC(C(=O)NC1CCCC1)N(Cc1ccco1)C(=O)CNS(=O)(=O)c1ccccc1 (stereo not drawn),11,104,4,-5,-14,-2,2,2.8,0.1
CCOc1cccc(Nc2ccc([N+](=O)[O-])cn2)c1,1,94,3,5,4,-4,3,2.5,0.0
CCN(CC)C(=O)Cn1c(=O)n(-c2ccc(CC(=O)NCc3ccccc3)cc2)c(=O)c2sccc21,3,97,-5,-1,-1,-12,1,3.9,-0.1
COC(=O)c1cc(OC)c(OC)cc1NC(=O)C1CCC(=O)N1S(=O)(=O)c1ccc(C)cc1 (stereo not drawn),-1,100,1,2,-3,1,1,/,0.1
Cc1oc(-c2ccc(Cl)cc2)nc1CN1CCC(C(=O)NCc2cccnc2)CC1,13,104,6,6,4,2,-1,-0.4,0.0
O=C(COc1cccc(-n2cnnn2)c1)NC1CCCCC1,-8,97,-1,11,0,-12,4,-1.6,-0.1
N#Cc1ccc(CSc2ccccn2)c(Cl)c1,-2,96,0,-1,1,-1,-1,-2.5,0.2
c1ccc2c(-n3cccn3)cccc2c1,6,94,4,-5,-4,6,0,-0.2,0.0
COc1ccc(C(=O)CN2CCN(CCN3C(=O)c4cccc5cccc(c45)C3=O)CC2)cc1,2,109,9,0,6,6,-2,-2.3,-0.2
CNC(=O)c1c(NC(=O)CCS(=O)(=O)c2ccccc2)sc2c1CCN(C(=O)OC)C2,-6,83,6,9,7,-3,-4,3.2,0.0
Cc1cccc(C)c1-n1c(C)nn(CC2CC2)c1=O,2,102,7,5,5,5,-2,-1.2,0.0
Cc1ccccc1C(=O)NC1CC(C)(C)NC(C)(C)C1,4,100,12,-4,5,3,-2,2.7,0.0
O=C(CN1C(=O)c2ccccc2C1=O)NNC1=NS(=O)(=O)c2ccccc21,8,101,0,-1,-3,0,1,3.4,0.0
CC(=O)N(C)c1ccc(NC(=O)Cc2cccc3ccccc23)cc1,-8,98,2,9,-3,0,3,-2.0,0.0
N#C/C(=C\c1ccc[nH]1)C(=O)Nc1ccccc1[N+](=O)[O-],-1,106,22,19,-3,34,-4,-0.9,0.1
C=CCn1c(=N)c(C(=O)NCCCOC)cc2c(=O)n3cc(C)ccc3nc21,5,110,2,5,-9,-5,-1,-9.1,0.0
CCn1c(SCC(=O)NC2CCCCC2)nnc1-c1cccnc1,4,112,2,3,9,-4,-2,-1.0,-0.1
Cc1cc2cc(CNC(=O)CC(C)C)ccc2n1C,17,98,9,9,9,13,-1,-0.4,0.0
O=C(CSc1nc2c(sc3ccccc32)c(=O)n1Cc1ccco1)NCC1CCCO1 (stereo not drawn),-2,113,6,1,-9,3,-9,-1.8,0.3
Cn1ccc(C(=O)Oc2ccc(C(=O)Nc3ccc(F)cc3F)cc2)n1,-11,114,11,-1,6,-9,-5,-1.3,1.1
COc1ccc(CN(C)C(=O)c2cccc(C(=O)N(C)Cc3ccc(OC)cc3)c2)cc1,4,112,9,3,10,2,-1,1.0,0.2
CCNC(=O)CN(c1ccc(Cl)cc1)S(=O)(=O)c1ccccc1,-8,103,9,-1,-11,12,-4,-2.0,0.3
COc1ccccc1-c1nnc(NC(=O)CCS(=O)(=O)c2ccccc2)o1,10,96,3,0,1,1,0,0.3,-0.2
COc1ccc(CC(=O)OCC(=O)Nc2c(C)n(C)n(-c3ccccc3)c2=O)cc1,1,85,1,10,5,-2,1,0.9,-0.1
Cc1ccccc1-n1nc2c(c1NC(=O)C1CCCC1)CS(=O)(=O)C2,-38,85,2,2,7,3,-2,2.3,-0.1
COc1cccc(C2C([N+](=O)[O-])=C(N)Oc3cc(C)oc(=O)c32)c1 (stereo not drawn),-12,111,5,1,2,1,-1,-0.3,-0.2
COCc1cc(C)nc(NC2CC(C)(C)NC(C)(C)C2)c1C#N,-19,89,-1,15,-2,5,2,2.0,0.0
O=C(NCCCn1ccnc1)C(=O)NCC1OCCN1S(=O)(=O)c1ccc(Cl)cc1 (stereo not drawn),3,97,2,4,9,4,0,1.1,0.0
CCOc1ccc(NC(=O)COc2ccc(C(=O)NCCc3ccccc3)cc2)cc1,1,101,5,-1,5,-1,2,0.3,-0.2
Cn1ccnc1SC(=O)N1c2ccccc2Sc2ccccc21,-15,87,-12,8,-9,-15,-1,3.5,-0.1
CCCC1(C(=O)OCC)NC(c2ccc(OC)cc2OC)C2C(=O)N(c3ccc4c(c3)OCCO4)C(=O)C21 (stereo not drawn),-2,91,5,-3,-8,-9,1,-1.2,0.0
CCCCn1c(SCC(=O)N2CCC(C(=O)OCC)CC2)nc2cc(S(N)(=O)=O)ccc21,-21,94,-7,1,-1,-9,1,-0.9,-0.1
COc1cc(NS(=O)(=O)c2ccc(NC(=O)COc3ccccc3C)cc2)nc(OC)n1,7,103,10,3,6,15,-4,0.8,0.0
CCOc1ccccc1NC(=O)C(c1ccccc1)N1CCN(C(=O)c2ccco2)CC1 (stereo not drawn),-9,96,7,-1,/,3,/,/,-0.1
CN(C)S(=O)(=O)c1ccc(N2CCCC2)c(C(=O)Nc2ccc(N3CCOCC3)cc2)c1,-7,113,7,-6,-7,9,1,3.9,0.1
N#Cc1cccnc1Nc1cccc(Cl)c1,10,105,1,4,-8,-6,2,0.3,0.1
O=C(Nc1ccc2oc(-c3cccnc3)nc2c1)c1ccco1,-3,110,8,-6,-1,16,-3,-1.4,0.0
Cc1ccc(OCC(=O)NCc2cccnc2)cc1,-3,88,1,8,9,3,5,-2.3,-0.1
COc1ccc(Br)cc1/C=N/NC(=O)CNC(=O)C1COc2ccccc2O1 (stereo not drawn),1,109,-2,1,3,-1,-2,2.2,-0.2
CSc1ccc(CN2C(=O)NC3(CCCCCCC3)C2=O)cc1,-10,102,-1,3,-2,-2,-1,0.4,0.3
Cc1nc2cc(-c3cccc(F)c3)nn2c(N2CCN(C(=O)c3ccco3)CC2)c1C,1,101,8,-1,8,-2,-2,-0.3,0.0
Cc1cccc(C(=O)NCCNC(=O)c2ccco2)c1,6,103,-1,-13,0,-8,4,1.0,0.2
NS(=O)(=O)c1ccc(CCNC(=S)Nc2ccc(S(N)(=O)=O)cc2)cc1,3,104,12,6,4,11,-1,1.1,-0.2
O=C(O)c1cccc(N/N=C/c2sc(N3CCOCC3)nc2-c2ccccc2)c1,-2,90,5,4,4,5,4,/,-0.1
CC(C)Oc1cccc(C(=O)C2CCCN(Cc3cnc(N4CCOCC4)s3)C2)c1 (stereo not drawn),-11,97,2,-9,-20,1,-5,-0.7,0.0
CO/N=C/NC(=O)c1c(OC)ccnc1Oc1ccc(F)cc1,7,118,9,1,5,7,1,-3.0,-0.1
Cc1ccc(Nc2nc(C)cs2)cc1,3,101,-7,0,2,-6,-2,0.6,0.1
O=C(CN1C(=O)/C(=C\c2ccc(C(F)(F)F)cc2)Sc2ccccc21)NCc1ccco1,-6,111,4,-5,-15,5,-4,2.1,0.1
CCOC(=O)c1ccc(Cn2cnc3ccccc3c2=O)cc1,-23,99,3,4,-2,1,4,4.1,-0.2
CCn1c(SCC(=O)c2cccs2)nnc1-c1ccco1,-7,98,2,2,-3,7,1,-4.3,0.1
O=C(O)/C=C/C(O)c1ccc(Cl)cc1 (stereo not drawn),-26,97,6,3,1,9,-2,/,-0.1
Cc1ccc(NC(=O)c2cc(-c3cccs3)on2)cc1,4,100,6,-2,-3,1,1,-3.3,-0.2
COCCCNC(=S)NC1CC2CCCC(C1)N2Cc1ccco1 (stereo not drawn),0,98,6,-1,-8,8,-2,2.2,0.1
CSCCC(=O)N1CCCC(N2CCN(c3cccc(C(F)(F)F)c3)CC2)C1 (stereo not drawn),9,107,3,2,-8,9,2,1.6,0.0
Cc1nc2ccccc2n1CC(=O)c1ccc(O)c(O)c1,0,99,7,-1,/,25,/,/,-0.1
CN1CCN(C(=O)c2ccc3c(c2)N(Cc2ccccc2F)C(=O)c2ccccc2S3=O)CC1 (stereo not drawn),-11,99,-1,-6,1,1,0,-0.1,0.2

# 10 entries from above, with two lines to a compound.
# Results follow in this order: ZTA DNA inh, Yeast superoxide, BCLXL inh, GLD-1 RNA inh, EBNA-1 inh, MCL1 BIM primary, Fam108B counter, MEX-5 binding, Efflux pump inh
Cc1ccc(Nc2nc(C)cs2)cc1
→ 3, 101, -7, 0, 2, -6, -2, 0.6, 0.1
O=C(CN1C(=O)/C(=C\c2ccc(C(F)(F)F)cc2)Sc2ccccc21)NCc1ccco1
→ -6, 111, 4, -5, -15, 5, -4, 2.1, 0.1
CCOC(=O)c1ccc(Cn2cnc3ccccc3c2=O)cc1
→ -23, 99, 3, 4, -2, 1, 4, 4.1, -0.2
CCn1c(SCC(=O)c2cccs2)nnc1-c1ccco1
→ -7, 98, 2, 2, -3, 7, 1, -4.3, 0.1
O=C(O)/C=C/C(O)c1ccc(Cl)cc1 (stereo not drawn)
→ -26, 97, 6, 3, 1, 9, -2, /, -0.1
Cc1ccc(NC(=O)c2cc(-c3cccs3)on2)cc1
→ 4, 100, 6, -2, -3, 1, 1, -3.3, -0.2
COCCCNC(=S)NC1CC2CCCC(C1)N2Cc1ccco1 (stereo not drawn)
→ 0, 98, 6, -1, -8, 8, -2, 2.2, 0.1
CSCCC(=O)N1CCCC(N2CCN(c3cccc(C(F)(F)F)c3)CC2)C1 (stereo not drawn)
→ 9, 107, 3, 2, -8, 9, 2, 1.6, 0.0
Cc1nc2ccccc2n1CC(=O)c1ccc(O)c(O)c1
→ 0, 99, 7, -1, /, 25, /, /, -0.1
CN1CCN(C(=O)c2ccc3c(c2)N(Cc2ccccc2F)C(=O)c2ccccc2S3=O)CC1 (stereo not drawn)
→ -11, 99, -1, -6, 1, 1, 0, -0.1, 0.2

# Other compounds follow:
SMILES,ZTA DNA inh,Yeast superoxide,BCLXL inh,GLD-1 RNA inh,EBNA-1 inh,MCL1 BIM primary,Fam108B counter,MEX-5 binding,Efflux pump inh
COc1ccc(C)cc1NS(=O)(=O)c1ccc2c(c1)oc(=O)n2C,3,93,2,-2,4,0,8,0.9,-0.1
O=C(Nc1ccccc1)c1ccc(Br)c(S(=O)(=O)Nc2ccccn2)c1,-8,93,0,-4,10,1,-3,-3.1,0.1
COc1cccc(-n2nc(C(C)=O)c(C#N)c2-c2ccco2)c1,3,120,6,1,-9,12,-3,0.6,0.2
O=C1c2ccccc2S(=O)(=O)c2cc(N3CCC(C(=O)N4CCCCC4)CC3)ccc21,-4,/,17,-15,-3,-15,2,?,/
